NPY1 pot ag – potentiators or agonists of human neuropeptide Y receptor Y1. NPY-Y1 expressing cells, potentiator/agonist activation. activation, % at 3.6 µM. P25929. 220,000 tested, 0.37% active; in the data active = activation above about 33%, passing the limit was not always enough;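 note: cells stimulated with NPY at EC10 then isoproterenol at EC100; 0% = low agonist plus stimulus and 100% = saturating agonist plus stimulus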
Target sequence (P25929 whole entry, looked up): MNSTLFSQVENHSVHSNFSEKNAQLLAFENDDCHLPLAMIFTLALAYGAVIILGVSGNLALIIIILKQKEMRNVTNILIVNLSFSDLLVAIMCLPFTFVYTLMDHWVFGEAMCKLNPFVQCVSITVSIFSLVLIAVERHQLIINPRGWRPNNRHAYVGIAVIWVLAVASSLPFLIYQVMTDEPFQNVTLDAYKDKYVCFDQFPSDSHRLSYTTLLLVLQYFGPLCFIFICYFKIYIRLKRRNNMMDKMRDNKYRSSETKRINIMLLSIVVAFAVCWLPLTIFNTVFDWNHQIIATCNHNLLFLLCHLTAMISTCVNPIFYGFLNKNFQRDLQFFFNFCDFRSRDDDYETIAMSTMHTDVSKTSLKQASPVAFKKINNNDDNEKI
TRPML3 ag – agonists of human TRPML3 channel; AID 1448; 220,000 tested, 0.29% active; HEK293 TRPML3-YFP, Fluo-8 calcium fluorescence; 100% = the carbachol control signal; Q8TDD5; activation, % at 3 µM;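 active = activation above its plate's cutoff, the mean activation of the plate's test wells plus 3 SD, cut at about 12% in these data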;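 note: 0% = DMSO only wells and 100% = carbachol wells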
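system = HEK293 cells stably carrying human TRPML3-YFP | doses = one concentration, 3 µM nominal, 0.3% DMSO | timing = dye loading 1 h 37 °C then 30 min ambient, 125 s read | detection = Fluo-8 calcium dye fluorescence, ex 470-495, em 515-575 nm | benchmarks = high control carbachol 87 µM, low control DMSO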
S1P4 antag – blocks the human S1P4 receptor; O95977; S1P4-expressing cells, antagonist mode, reporter read-out; inhibition, % at 4.98 µM; 220,000 tested, 0.26% active; in the data active = inhibition above about 29%;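 note: 0% = wells stimulated with agonist and 100% = vehicle wells without agonist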
S1P4 ag – agonists of human S1P4 receptor. O95977. S1P4-expressing cell line, agonist reporter assay. activation, % at 4.98 µM. 220,000 tested, 0.35% active; in the data active = activation above about 11%;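 note: 0% = DMSO vehicle and 100% = reference agonist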
TRPN1 ag – zebrafish TRPN1 (NompC) channel agonism; activation, % at 3 µM; 220,000 tested, 0.18% active; AID 1424; HEK293 zebrafish TRPN1-YFP, Fluo-8 calcium fluorescence; 100% = response to 87 µM carbachol;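 active = activation above its plate's cutoff, the mean activation of test wells on that plate plus 3 SD, cut at about 19% in these data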;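 note: 0% = DMSO alone and 100% = 87 µM carbachol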
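Material: zebrafish TRPN1-YFP in HEK293 cells. Doses: one dose of 3 µM, 0.3% DMSO. Incubation: dye 1 h 37 °C plus 30 min RT. Measured by: intracellular calcium fluorescence with Fluo-8.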
NPY2 pot ag – potentiators or agonists of human neuropeptide Y receptor Y2 | AID 1359 | 220,000 tested, 0.45% active | activation, % at 3.6 µM | cells expressing NPY-Y2, potentiator/agonist read-out; in the data active = activation above about 27%;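 note: cells stimulated with NPY near EC25 plus isoproterenol at EC100; 0% = vehicle plus submaximal agonist and 100% = vehicle plus saturating agonist; some results beyond the cut were filed as inactive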
Target sequence (P49146 whole entry, looked up): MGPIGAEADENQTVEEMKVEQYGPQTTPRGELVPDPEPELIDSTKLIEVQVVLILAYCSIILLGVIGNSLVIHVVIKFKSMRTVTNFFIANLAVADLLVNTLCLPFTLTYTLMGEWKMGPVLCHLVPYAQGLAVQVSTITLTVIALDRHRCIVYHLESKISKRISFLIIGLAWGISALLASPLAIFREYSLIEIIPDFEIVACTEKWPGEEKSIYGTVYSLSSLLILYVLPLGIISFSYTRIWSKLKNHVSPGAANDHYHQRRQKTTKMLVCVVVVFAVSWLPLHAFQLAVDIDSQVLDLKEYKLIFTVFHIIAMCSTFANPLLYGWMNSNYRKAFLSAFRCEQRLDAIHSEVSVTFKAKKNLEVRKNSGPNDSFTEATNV
EP2 mod – EP2 receptor (human) modulation. induction, % at 25 µM. P43116. AID 940. EP2-expressing cells, cAMP HTRF FRET, PGE2 co-stimulation. 260,000 tested, 0.83% active;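 active = compounds whose cAMP rise, as percent of the full-agonist control response, exceeds 60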;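 note: rat C6 glioma line stably carrying human EP2 under a CMV promoter; the protocol text gives 20 µM as final concentration; 100% = response of wells given 1 µM PGE2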
Target sequence (P43116 whole entry, looked up): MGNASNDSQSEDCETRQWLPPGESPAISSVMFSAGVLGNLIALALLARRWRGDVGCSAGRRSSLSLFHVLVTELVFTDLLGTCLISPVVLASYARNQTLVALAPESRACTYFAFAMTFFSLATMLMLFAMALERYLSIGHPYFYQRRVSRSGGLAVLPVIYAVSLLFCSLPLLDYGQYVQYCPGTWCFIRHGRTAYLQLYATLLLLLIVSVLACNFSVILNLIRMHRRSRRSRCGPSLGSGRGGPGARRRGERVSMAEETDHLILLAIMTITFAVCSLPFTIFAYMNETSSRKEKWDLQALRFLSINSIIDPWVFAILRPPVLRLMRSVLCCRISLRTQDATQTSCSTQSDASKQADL
CHOP inhibitor – CHOP inhibition in unfolded protein response | CHO-K1 CHOP-promoter luciferase, tunicamycin-induced, 15-18 h | inhibition, % at 10 µM | 220,000 tested, 3.8% active | AID 2732;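 active = compounds that reduced the stress-induced luciferase reporter signal by more than about 70% of percent inhibition, limit read from the data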;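 note: 0% = tunicamycin plus vehicle and 100% = wells without tunicamycin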
NPY Y1 blocker – NPY-Y1 (human) receptor antagonism; P25929; inhibition, % at 3.6 µM; HEK293-CNG Y1 cells, membrane potential fluorescence; NPY at EC95, then isoproterenol; 200,000 tested, 1% active;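 active = inhibition above the campaign mean inhibition of all tested compounds plus 3 SD, cut at about 20% in these data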;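 note: 0% = DMSO wells given NPY plus isoproterenol and 100% = isoproterenol alone without NPY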
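Benchmarks – high control isoproterenol alone, low control NPY with isoproterenol · Material – HEK293 Y1/CNG channel cell line · Times – dye 3 h, compound 60 min room temperature, stimulation 45 min · Probe or stimulus – NPY (25 nM), isoproterenol (1 µM), Ro 20-1724 (25 µM) · Evaluation – % inhibition of NPY effect · Signal – fluorescence, membrane potential probe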
* hit, by the source's call; . = no result given; & = joins results of further samples.

SMILES	NPY1 pot ag	TRPML3 ag	S1P4 antag	S1P4 ag	TRPN1 ag	NPY2 pot ag	EP2 mod	CHOP inhibitor	NPY Y1 blocker
COc1ccc(C(NC(=O)c2c(F)c(F)c(F)c(F)c2F)c2ccccc2)cc1 (stereo not drawn)	63*	-0.2	-1	-1.4	-1.6	35*	-8	-6	-4
CS(=O)(=O)N1CC2CCCN2c2ccc(C(F)(F)F)cc21 (stereo not drawn)	15	1.4	-8	0.5	0.3	17	-16	19	4
Nc1cccc(S(=O)(=O)Nc2ccc(SC(F)F)cc2)c1	13	0.4	5	1.2	0.3	12	-56	7	.
O=C(c1cnccn1)N(Cc1ccco1)C1(C(=O)NC2CCCCC2)CCCCC1	13	0.6	-10	-0.6	-0.5	9	1	-34	31*
CC(C)C1Cc2nc(Cl)c(C#N)cc2CO1 (stereo not drawn)	-4	0.1	-2	-1.1	-0.8	2	13	9	.
CN(CCNC(=O)CCCOc1cc(=O)n(C)c2ccccc12)Cc1ccccc1	-3	0.3	-13	-0.7	-0.6	-10	-17	15	13
CC(C)(C)NC(=O)NC(=O)CN1CCCCC1	11	0.0	6	2.2	0.5	1	15	8	4
Cc1oc(-c2cccc(F)c2)nc1CN1CCCCC1CCc1ccccn1 (stereo not drawn)	-19	0.4	9	0.5	-1.2	5	3	-2	10
CCC(C)(C)NC(=O)C(c1ccccc1F)N(Cc1ccco1)C(=O)c1csnn1 (stereo not drawn)	3	0.6	-1	1.7	-1.4	-2	31	12	4
Cc1nc2c3ccccc3n(CC(=O)c3ccc(F)cc3)c(=O)n2n1	7	0.5	-18	2.0	1.1	0	41	11	-2
C=CCOC(=O)C1=C(C)NC(=S)NC1/C=C/c1ccccc1 (stereo not drawn)	-1	-0.8	-15	1.3	-0.9	-6	23	51	3
CN1CCN(C(=O)c2ccc3c(=O)n(CCc4ccccc4)c(=S)[nH]c3c2)CC1	-7	0.6	-23	2.3	0.1	2	.	.	5
CCc1ccc(NC(=S)N(CCCN2CCOCC2)Cc2ccco2)cc1	14	0.3	0	-2.0	0.2	11	15	13	8
Cc1ccc(C)c(-n2c(CNC(=O)c3ccco3)nnc2SCC(=O)Nc2nccs2)c1	-5	0.3	9	-1.8	0.2	-4	-4	-12	-1
CCOc1ccc(N2CC(C(=O)NC3=NCCS3)CC2=O)cc1 (stereo not drawn)	1	-0.4	-2	-1.2	-0.1	-5	-20	15	2
O=C(N/N=C/c1ccco1)c1cnccn1	16	0.0	9	1.6	-1.2	11	21	6	2
COc1cc(C=O)ccc1OCCSc1ccc(Cl)cc1	13	-0.6	1	-1.8	-1.5	6	-13	38	-5
S=c1[nH]nc(-c2ccc(Br)cc2)n1Cc1ccccc1	-10	-0.5	11	-0.4	-1.9	0	19	55	-1
CCOc1cc([N+](=O)[O-])c2nc(N)sc2c1	6	-0.5	-12	0.4	0.5	7	-9	7	.
O=S(=O)(NC1CCN(Cc2ccccc2)CC1)c1ccc(Cl)cc1	-6	-0.5	4	-0.4	1.9	-15	-23	-1	.
COc1cc(-c2cc(C(=O)Nc3ccc(S(=O)(=O)Nc4ncccn4)cc3)c3ccccc3n2)cc(OC)c1OC	-15	0.1	5	0.3	0.3	-13	-1	3	.
O=C(Nc1ccc(O)cc1)C1CCCO1 (stereo not drawn)	3	0.2	-5	-2.9	-0.9	4	16	9	4
Cc1cc(C)n2nc(C(=O)OCC(=O)c3cc(C)n(CC4CCCO4)c3C)nc2n1 (stereo not drawn)	15	0.5	-2	-0.6	1.9	-6	33	7	-4
CNc1nc(NC)nc(-n2c(C(F)(F)F)nc3ccccc32)n1	15	0.6	4	-2.8	-0.5	17	26	3	-4
CCOC(=O)N1CCC(NC(=O)C2CCN(S(=O)(=O)N3CCCC3)CC2)CC1	-24	0.6	-11	0.4	0.8	-8	-10	-8	-2
N#C/C(=C(/O)COC(=O)CCCNC(=O)c1ccc(Cl)cc1)c1nc2ccccc2[nH]1	-6	0.1	-16	0.4	0.0	-23	-32	-5	6
COc1ccc(C(=O)COC(=O)CCc2ccccc2)cc1	4	-0.3	-10	0.5	1.8	-11	16	-3	.
Cc1ccc(Cl)cc1N1CCN(S(=O)(=O)c2ccc3c(c2)OCCO3)CC1	-41	-0.8	-14	1.4	-1.0	-26	-36&-73	13	14
Cc1ccc(S(=O)(=O)NCC(=O)OCc2ccccc2)cc1	-5	-1.0	-18	-0.1	-3.0	-10	-15	-14	1
COc1ccc(NC(=O)Nc2ccccc2)cc1S(=O)(=O)N1CCCCC1	15	1.9	-2	0.9	3.2	7	-81	33	-8
CN(C)S(=O)(=O)N1CCC(CCCC2CCN(S(=O)(=O)N(C)C)CC2)CC1	25	1.0	-1	-0.1	2.1	-4	16	20	4
COc1ccc2c(C)c(Cl)c(=O)oc2c1	-25	0.6	-5	0.2	0.9	0	9	20	4
Cc1cccc(Nc2ccccc2C(=O)OCC(=O)NCc2ccco2)c1C	-3	-0.5	-12	-3.7	-0.1	14	38	46	1
O=[N+]([O-])c1nn(-c2ccc3c(c2)OCCO3)n(O)c1=Nc1ccc(Cl)cc1	7	-0.7	-1	-0.1	-0.7	-9	-34	50	-5
Cc1cc(C)cc(CC2CC(=O)N(c3nc(C)cc(C)n3)C2=O)c1 (stereo not drawn)	14	1.2	-6	0.3	2.0	3	27	10	-2
O=C(Cc1noc2ccccc12)NNC(=S)Nc1ccc(Cl)cc1	-16	2.3	4	1.1	1.0	-11	-9	18	14
CC(C)NC(=O)N1CCCN(c2nc3ccc(Cl)cc3s2)CC1	39	4.0	4	0.9	8.1	17	-18	20	.
CC(C)N1C(=S)N(Cc2ccco2)C(=O)C1CC(=O)Nc1ccccc1 (stereo not drawn)	7	1.5	-17	3.1	3.4	4	-40	27	74*
Cc1ccc(Nc2nc(N)nc(CSC(=S)N3CCOCC3)n2)cc1	-1	0.4	3	-0.8	-0.3	9	-16	21	7
Cc1onc(-c2ccccc2)c1C(=O)NC(C)C	-9	0.1	-32	-1.2	0.8	-1	17	14	-6
CCOC(=O)c1ccc2c(c1)N(Cc1ccccc1C)C(=O)c1ccccc1S2=O (stereo not drawn)	-21	0.2	8	1.1	-0.8	0	36	42	6
O=C(Cn1nnc2ccccc2c1=O)NCc1ccco1	-5	1.1	4	-1.6	2.6	8	0	18	-3
Clc1ccsc1-c1ccc2ccccc2n1	-37	0.5	-22	2.4	-1.0	15	-3	90*	-5
N=C1C(=O)OCC1c1ccccc1NC(=O)c1ccc(F)cc1 (stereo not drawn)	-16	0.2	-8	-0.1	-0.2	0	-25	-6	-4
C=CCNc1nc(-c2ccc(O)c(C(N)=O)c2)cs1	-2	1.0	9	-4.0	-0.7	0	-27	11	6

Arranged by value in NPY2 pot ag (smallest number first): some entries from above.
SMILES | NPY1 pot ag | TRPML3 ag | S1P4 antag | S1P4 ag | NPY2 pot ag | EP2 mod | CHOP inhibitor | NPY Y1 blocker
CN(C)S(=O)(=O)N1CCC(CCCC2CCN(S(=O)(=O)N(C)C)CC2)CC1 | 25 | 1.0 | -1 | -0.1 | -4 | 16 | 20 | 4
C=CCNc1nc(-c2ccc(O)c(C(N)=O)c2)cs1 | -2 | 1.0 | 9 | -4.0 | 0 | -27 | 11 | 6
Cc1ccc(Nc2nc(N)nc(CSC(=S)N3CCOCC3)n2)cc1 | -1 | 0.4 | 3 | -0.8 | 9 | -16 | 21 | 7
Cc1cccc(Nc2ccccc2C(=O)OCC(=O)NCc2ccco2)c1C | -3 | -0.5 | -12 | -3.7 | 14 | 38 | 46 | 1

Other records follow:
SMILES	NPY1 pot ag	TRPML3 ag	S1P4 antag	S1P4 ag	TRPN1 ag	NPY2 pot ag	EP2 mod	CHOP inhibitor	NPY Y1 blocker
CC(C)(C)n1nnnc1C(c1ccc(F)cc1)N(Cc1ccc(F)cc1)Cc1ccco1 (stereo not drawn)	-10	1.5	-7	0.7	-0.8	-7	10	49	47*
Cc1ccc(S(=O)(=O)/N=C(\CSC(N)=O)Nc2ccccc2)cc1	-6	0.7	15	0.2	0.1	-14	4	-9	-2
Cc1cc(C)cc(N2C(=O)CC(Sc3ncn[nH]3)C2=O)c1 (stereo not drawn)	-21	0.0	-13	1.2	1.3	4	14	-47	9
Nc1nonc1C(=O)N/N=C/c1ccc(Br)o1	-15	0.7	-2	-0.6	0.2	-5	26	-11	.
CCC(=O)c1c[nH]c(C(=O)NCc2cccs2)c1	7	0.6	-14	-1.4	1.7	7	2	26	.
CN(CCC#N)C(=O)CSc1nc2scc(-c3ccccc3)c2c(=O)[nH]1	0	0.7	9	2.3	0.5	9	32	5	-8
CCOC(=O)c1c(C)sc2c1N(C(C)=O)c1cc(Cl)ccc1S2	10	-2.1	-4	-1.2	-2.9	-6	41	49	3
CCC(C)c1ccc(NC(=O)COC(=O)c2nc3nccc(C)n3n2)cc1 (stereo not drawn)	0	0.4	-19	-0.1	-0.4	-1	20	17	4
OC(CCCCN1CCCCC1)c1ccccc1 (stereo not drawn)	-1	0.4	-1	-1.6	2.1	7	11	6	2
O=C(Nc1cccc(-c2nc3ccccc3s2)c1)c1ccc2c(c1)OCO2	-30	1.0	-6	-0.3	0.7	-34	-62&-41	27	10
CC(=O)N/C(=C\c1cccc([N+](=O)[O-])c1)C(=O)NC1CCCCC1	-12	0.3	-10	0.4	-0.3	3	-12	9	-1
Cc1ccc(-c2nn3c(C)nnc3c3ccccc23)cc1S(=O)(=O)N(C)CCO	16	0.1	-5	-1.1	-0.4	6	10	-1	-1
O=C(CNc1ccc(Cl)cc1)c1ccc(Br)cc1	0	0.9	-5	-0.2	0.9	5	-9	26	-1
C(#Cc1ccccc1)CN1CCCCC1	-1	0.7	-5	0.9	-1.2	-10	4	-41	-6
CCCCN1C(=O)C(NC(C)=O)c2ccccc21 (stereo not drawn)	26	-0.3	1	-4.1	-0.3	14	4	-7	-1
CC(O/N=C\c1ccccc1O)C(=O)Nc1ccccc1C(=O)N1CCOCC1 (stereo not drawn)	-3	0.4	-14	-0.7	0.0	4	-4	4	1
C/C(=N/NC(=O)Cc1cccs1)c1ccco1	-4	0.5	-18	-1.2	1.8	3	35	11	5
CCS(=O)(=O)Nc1ccc(Cc2ccncc2)cc1	-24	0.4	9	-0.2	1.8	4	-4	3	-1
CC(C)(C)OC(=O)NCCCCCc1nnc(SCc2ccc(F)cc2)o1	-5	1.4	2	-1.5	1.2	-23	12	13	.
CCC(C)NCCOCCOc1ccc(C)cc1Br (stereo not drawn)	17	0.8	9	-0.5	0.5	2	-2	-20	-3
CCc1c(C)nc(N)nc1OCC(F)(F)C(F)F	-4	0.9	-14	1.2	1.4	3	-8	23	-3
CCN(CC)S(=O)(=O)c1ccc(OC)c(NC(=S)Nc2ccc(C)c(C)c2)c1	-7	0.5	-14	-0.4	-0.5	6	-18	12	-3

Another view of 2 compounds above.
Each structure is followed by: NPY1 pot ag	TRPML3 ag	S1P4 antag	S1P4 ag	TRPN1 ag	NPY2 pot ag	EP2 mod	CHOP inhibitor	NPY Y1 blocker
> CC(O/N=C\c1ccccc1O)C(=O)Nc1ccccc1C(=O)N1CCOCC1 (stereo not drawn)
→ -3	0.4	-14	-0.7	0.0	4	-4	4	1
> C/C(=N/NC(=O)Cc1cccs1)c1ccco1
→ -4	0.5	-18	-1.2	1.8	3	35	11	5

Compound activity (PubChem)
